MEKK2 WT-MEK5 – raises or lowers MEK5 binding to wildtype human MEKK2 PB1 domain; Q9Y2U5; bead flow cytometry, Alexa488-MEK5 binding to MEKK2 WT; actives lie on both sides; binding response (% of control), % at 10 µM; 1.1% of 290,000 active; AID 1531; in the data active = binding response below about 67% or above about 130%
MEKK2 mut-MEK5 – signal of MEK5 binding to mutant human MEKK2 PB1 domain; bead flow cytometry, Alexa488-MEK5 binding to MEKK2 mutant; percent response, % at 10 µM; 0.35% of 290,000 active; AID 1530; in the data active = percent response above about 24%, passing the limit was not always enough; note: inactives centre near 1; some results filed as inactive read as strong as hits
GPR7 antag – antagonists of human GPR7 (neuropeptides B/W receptor 1) | inhibition, % at 4.4 µM | 1.1% of 290,000 active | AID 1861 | GPR7-expressing cells, fluorescence antagonist assay; in the data active = inhibition above about 16%, passing the limit was not always enough;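 note: cells stimulated with the agonist NPW; 0% = agonist with vehicle and 100% = vehicle without agonist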
Target sequence (P48145 whole entry, looked up): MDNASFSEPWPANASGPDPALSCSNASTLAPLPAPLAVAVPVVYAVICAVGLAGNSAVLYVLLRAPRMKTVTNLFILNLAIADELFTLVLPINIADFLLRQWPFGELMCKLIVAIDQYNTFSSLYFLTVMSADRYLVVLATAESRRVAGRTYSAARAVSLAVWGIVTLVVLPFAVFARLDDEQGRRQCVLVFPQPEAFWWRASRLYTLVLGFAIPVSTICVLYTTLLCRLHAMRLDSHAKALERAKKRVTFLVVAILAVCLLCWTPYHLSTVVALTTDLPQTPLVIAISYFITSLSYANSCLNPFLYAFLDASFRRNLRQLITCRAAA
OXTR potentiator – potentiates the human oxytocin receptor response. CHO-OTR cells, Fluo-8 calcium fluorescence, potentiator mode; 0% = oxytocin EC15, 100% = EC100. activation, % at 3 µM. 0.061% of 320,000 active. AID 2445;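 active = activation above that plate's cutoff, the mean activation of tested compounds plus 3 SD, cut at about 6.6% in these data, passing the limit was not always enough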;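 note: 100% uses oxytocin at 75 nM as the full agonist control; some results filed as inactive read as strong as hits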
Target sequence (P30559 whole entry, looked up): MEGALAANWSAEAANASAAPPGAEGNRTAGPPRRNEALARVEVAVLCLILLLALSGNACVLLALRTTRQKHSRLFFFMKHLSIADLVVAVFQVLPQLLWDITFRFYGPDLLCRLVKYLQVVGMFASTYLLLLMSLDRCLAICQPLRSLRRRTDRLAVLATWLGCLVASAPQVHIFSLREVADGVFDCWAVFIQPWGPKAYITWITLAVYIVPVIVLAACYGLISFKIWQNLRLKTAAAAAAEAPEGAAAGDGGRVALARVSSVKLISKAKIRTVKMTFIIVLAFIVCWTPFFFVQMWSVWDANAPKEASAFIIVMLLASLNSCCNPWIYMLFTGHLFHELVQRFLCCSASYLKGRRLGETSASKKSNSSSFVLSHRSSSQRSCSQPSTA
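Assay system: CHO cell line stably expressing human OTR. Reagent: EC15 oxytocin agonist. Dosing: single dose, 3.0 µM nominal final compound concentration. Timing: compound 6 min at room temperature before oxytocin, 100 s read. Signal: kinetic Fluo-8 calcium fluorescence. Controls: oxytocin EC15 low and EC100 high.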
GalR3 antag – antagonists of human GalR3; HEK293 GalR3-CNG cAMP membrane potential fluorescence; galR3 body fused to GalR1 C-terminus; inhibition, % at 3 µM; 0.44% of 360,000 active; AID 651719;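 active = inhibition above the screen-wide average plus 3 SD, cut at about 13% in these data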;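 note: forskolin and galanin both at EC90 stimulate the cells; cAMP rise reported by CNG channel membrane potential dye signal; 0% = forskolin plus galanin with DMSO and 100% = forskolin alone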
Target sequence (O60755 1-299 limits assumed): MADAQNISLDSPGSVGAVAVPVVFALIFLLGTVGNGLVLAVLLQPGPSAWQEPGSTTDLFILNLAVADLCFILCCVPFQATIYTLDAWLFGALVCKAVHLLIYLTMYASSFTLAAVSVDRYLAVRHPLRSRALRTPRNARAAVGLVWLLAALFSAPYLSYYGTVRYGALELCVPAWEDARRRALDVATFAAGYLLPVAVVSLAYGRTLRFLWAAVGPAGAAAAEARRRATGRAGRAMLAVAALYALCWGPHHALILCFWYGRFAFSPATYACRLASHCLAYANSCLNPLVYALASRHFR
V1aR counter – activates human V1a receptor in oxytocin agonist counter-screen | CHO-V1R cells, Fluo-8 calcium fluorescence, agonist mode; 0% DMSO, 100% 3 nM vasopressin | activation, % at 3 µM | 0.25% of 320,000 active;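 active = activation above the mean activation of all tested compounds plus 3 SD, per screening run, cut at about 20% in these data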;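 note: signal is peak over basal fluorescence ratio across a 100 second FLIPR read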
OXTR ag – agonists of human oxytocin receptor | 0.32% of 320,000 active | activation, % at 3 µM | CHO-OTR cells, Fluo-8 calcium fluorescence; normalized: DMSO 0%, oxytocin 100%;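 active = activation above the mean of all tested compounds plus 3 SD, cutoff set per screening run, cut at about 20% in these data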;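 note: peak over basal fluorescence ratio from a 100 s FLIPR kinetic read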
M18AAP inhibitor – PfM18AAP enzyme inhibition; recombinant PfM18AAP, H-Glu-NHMec fluorogenic cleavage; AID 1822; 1.2% of 290,000 active; inhibition, % at 7.35 µM;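 active = inhibition above the campaign mean inhibition over all tested compounds plus 3 SD, cut at about 28% in these data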;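 note: 0% = plate median of test compound wells and 100% = 2 mM ZnCl2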
NALP1 yeast inh – blocks the NALP1 inflammasome reconstituted in yeast | 0.61% of 280,000 active | inhibition, % at 10 µM | S. cerevisiae NALP1/ASC/caspase-1 growth, X-gal OD620, 72 h; in the data active = inhibition mostly above about 24%, no sharp cut-off; inactive = mostly below about 32%; note: some compounds called inactive have numbers as strong as hits
An asterisk follows results filed as active; · = no result given.

SMILES	MEKK2 WT-MEK5	MEKK2 mut-MEK5	GPR7 antag	OXTR potentiator	GalR3 antag	V1aR counter	OXTR ag	M18AAP inhibitor	NALP1 yeast inh
COC(=O)c1ccc2c(=O)n(CC3CCCO3)c(=S)[nH]c2c1 (stereo unspecified)	101.0	-1.0	0.3	-5.4	-2.9	0.5	0.4	14.5	5.4
CCCN(CCC)Cc1c(C(=O)N/N=C/c2ccncc2)nnn1-c1nonc1N	103.0	13.0	9.9	-8.1	-13.8	0.3	-0.6	1.5	8.8
COC(=O)C(CCSC)NC(=O)c1cccc([N+](=O)[O-])c1 (stereo unspecified)	104.0	10.0	-3.3	-1.8	-5.7	-0.3	0.1	-1.3	-9.8
CCNC(=S)N1CCN(CCNC2=CC(=O)CC(C)(C)C2)CC1	101.0	2.0	-5.3	-6.9	-7.5	-0.1	0.7	-0.5	5.5
CC(C)c1nnc(NC(=O)CS(=O)(=O)Cc2ccccc2)s1	99.0	-4.0	-9.2	-3.7	-0.8	0.7	-1.0	3.0	11.6
COc1ccccc1N1CCN(C(=O)CSc2nc3ccccc3nc2N2CCCCC2)CC1	93.0	-7.0	3.0	-7.8	·	-0.1	-0.6	6.4	22.2
O=C1N/C(=N/O)S/C1=C/c1cccc([N+](=O)[O-])c1	101.0	-6.0	9.6	-10.0	2.4	0.0	5.1	3.1	3.1
O=C(O)c1cccc(S(=O)(=O)NCCc2ccccc2)c1	101.0	-4.0	-4.8	8.9	-1.4	-0.2	1.1	-5.3	13.3
O=C(O)c1cnn(-c2nc(-c3ccc(F)cc3)cs2)c1C(F)(F)F	102.0	-2.0	-8.3	-4.3	-1.0	0.1	0.2	4.0	6.6
O=C(N1CCCCC1)N1CCN(C(c2ccccc2)c2ccccc2)CC1	103.0	0.0	-11.9	-16.4	-1.8	-1.2	-1.5	2.5	2.7
COc1ccc(NS(=O)(=O)c2cc(NC(=O)c3cccnc3Cl)ccc2N2CCCC2)cc1	102.0	2.0	4.6	-6.6	-2.0	0.6	1.9	2.0	6.3
CCn1c(Cc2ccc(OC)cc2)nnc1SCC(=O)NC1CCCCC1	99.0	-2.0	-11.7	3.2	-3.2	0.2	-0.3	6.0	3.1
COc1ccc(C2N(C(=O)CN3CCOCC3)CCN2S(=O)(=O)c2ccccc2)cc1 (stereo unspecified)	82.0	-8.0	-7.0	1.1	-1.8	0.4	0.0	-5.0	-3.5
CC(C)(C)CC(=O)NCc1ccc(F)cc1	103.0	3.0	9.8	-11.7	-4.5	-0.5	-0.3	-2.1	-21.5
Cc1cc(C)c(NC(=O)CNC(=O)COC(=O)CNC(=O)c2ccc(Cl)cc2Cl)c(C)c1	·	·	·	-1.0	0.8	-1.1	-1.1	·	·
Cc1cc(NC(=S)Nc2ccc(C)c(Cl)c2)n[nH]1	100.0	-1.0	11.8	-4.8	-7.4	0.8	1.1	2.0	9.1
O=C1C(Cl)=C(Nc2ccc3cn[nH]c3c2)C(=O)c2ccccc21	108.0	2.0	40.7*	-23.3	-8.1	-1.6	-2.0	47.5*	·
CCC(=O)Oc1ccc(C(=O)Nc2ccc([N+](=O)[O-])cc2)cc1	105.0	3.0	10.5	-6.6	-1.3	5.9	6.4	8.7	-32.6
O=C1N[C@@H](Cc2ccccc2)C(=O)N2[C@H]1C[C@]1([C@]34C[C@H]5C(=O)N[C@@H](Cc6ccccc6)C(=O)N5[C@H]3N(S(=O)(=O)c3ccccc3)c3ccccc34)c3ccccc3N(S(=O)(=O)c3ccccc3)[C@H]21	·	·	·	-14.6	-1.5	1.1	0.3	·	·
Cc1ccccc1NC(=O)CSc1nnc(-c2ccccn2)o1	107.0	5.0	-5.0	-6.9	-7.8	0.4	0.8	3.7	-26.7
CC(=O)Nc1ccc(C2(O)COc3ccccc3O2)cc1 (stereo unspecified)	111.0	7.0	3.1	-9.7	0.5	1.0	0.3	4.4	-0.9
Cc1ccc(CNC(=O)COc2ccc(S(=O)(=O)NC(C)C)cc2)cc1	99.0	-8.0	2.7	-8.3	-5.0	0.1	-0.9	-12.8	16.9
Cc1ccc(-c2nc(NCc3ccco3)n(C(=O)c3ccco3)n2)cc1	110.0	9.0	-20.6	2.0	-4.8	-0.5	0.8	-6.2	5.1
Cc1ccc(NC(=O)CCN2CCN(C/C=C/c3ccccc3)CC2)cc1	113.0	8.0	2.6	-5.2	-5.0	4.7	-0.8	4.9	-5.1
COc1ccc(CC(C)NS(=O)(=O)c2ccc3c(c2)CCN3S(C)(=O)=O)cc1OC (stereo unspecified)	99.0	-1.0	-1.6	-5.0	6.9	6.2	6.1	-5.9	10.8

(continued)
SMILES	MEKK2 WT-MEK5	MEKK2 mut-MEK5	GPR7 antag	OXTR potentiator	GalR3 antag	V1aR counter	OXTR ag	M18AAP inhibitor	NALP1 yeast inh
COc1ccc(-c2cn(CCO)c(CCN)n2)cc1	·	·	·	-2.6	3.6	-0.7	-0.1	·	·
COCCN(CC1CCCN(C2Cc3ccccc3C2)C1)C(=O)CSC (stereo unspecified)	106.0	6.0	-1.2	-14.1	-10.2	0.0	-0.6	4.0	-14.3
O=S1(=O)CC(O)C(Nc2ccccc2Cl)C1 (stereo unspecified)	117.0	8.0	4.8	-5.7	-3.9	0.4	1.4	6.6	20.0
Cc1onc(-c2c(Cl)cccc2Cl)c1C(=O)NCCCN1CCOCC1	100.0	2.0	-5.0	-8.1	-2.0	-0.1	0.0	0.7	·
Cc1cc(C(F)(F)F)nc(SCCN2CCCCC2)c1C#N	110.0	19.0	-7.4	2.9	-12.5	0.0	-0.8	-2.1	9.6
CCC1CCCCN1CCCNC(=O)C1CCC(=O)N1Cc1ccc(C)cc1 (stereo unspecified)	99.0	2.0	-3.2	-5.9	-1.1	-0.3	0.0	13.7	23.0
CCC(C)(C(=O)NC1CCCC1)N(Cc1cccs1)C(=O)Cc1cccs1 (stereo unspecified)	105.0	2.0	42.5*	-12.1	-7.1	-0.3	-1.6	-0.1	2.8
COc1ccc([N+](=O)[O-])cc1NC(=S)NC(NC(=O)Cc1ccc(OC)c(OC)c1)C(Cl)(Cl)Cl (stereo unspecified)	115.0	4.0	7.0	-23.1	-3.4	0.0	-0.7	0.8	28.0
CC(C)(C)n1ncc2c(=O)n(CC(=O)NCc3ccccc3Cl)cnc21	97.0	2.0	-9.3	-16.1	-2.8	1.1	0.3	3.0	9.1
CC(C)(C)OC(=O)N1CCC(NC(=O)c2nc[nH]c2C(=O)N2CCc3ccccc3C2)CC1	·	·	·	-2.3	1.6	-0.8	-0.3	·	·
C/C(=N\NC(=O)C1COc2ccccc2O1)c1ccc(C)o1 (stereo unspecified)	93.0	-2.0	-4.9	-15.5	-6.6	0.6	-1.4	0.2	-27.1
COc1ccc2[nH]c(C(=O)N/N=C/c3ccc(O)cc3O)cc2c1	106.0	0.0	14.2	·	-5.1	·	·	-2.0	4.9
CN(C)c1cccc(C(=O)NCc2ccccc2)c1	96.0	1.0	-3.1	-1.6	2.2	-0.7	-1.5	5.6	1.3
Cc1ccc(S(=O)(=O)N/N=C/c2cc(Br)c(C)o2)cc1	95.0	-6.0	-1.8	-0.8	4.4	-0.5	0.2	-11.3	6.9
COc1cc(OC)cc(C(=O)N2CCC(n3c(C)nc4cc(F)ccc43)CC2)c1	·	·	-20.5	-6.1	-3.4	1.6	2.1	6.5	8.9
CCCn1c(N)c(C(=O)CN(C)CC(=O)Nc2ccc(F)cc2)c(=O)[nH]c1=O	·	·	·	2.0	4.3	0.9	0.1	·	·
O=C(Cc1cccs1)N(Cc1ccco1)C1(C(=O)NC2CCCCC2)CCCCC1	90.0	-6.0	43.9*	-16.5	-8.5	3.7	12.6	12.6	18.6
[O-][n+]1c2c(c3c4non(O)c4ccc31)CCCC2	93.0	-4.0	2.6	-13.8	-4.7	7.7	13.4	20.0	13.6
COc1cccc(NC(=O)NCCc2ccc(Cl)cc2)c1	100.0	1.0	-18.3	-3.4	-3.2	0.5	-1.1	3.4	28.5
Cc1ccc(-c2nnc(SCC(=O)NNC(=O)COc3ccccc3C)n2C)cc1	96.0	-2.0	-9.9	-7.4	-3.5	-0.9	-2.0	-6.1	13.7
O=C(Cn1c(=O)[nH]c2ccccc2c1=O)N1CCN(Cc2ccc3c(c2)OCO3)CC1	102.0	0.0	-2.3	-1.4	-1.2	8.0	2.7	-10.0	12.6
O=C(CCN1C(=O)c2ccncc2C1=O)Nc1cc(F)ccc1F	103.0	-1.0	-11.2	-6.3	-3.7	1.4	0.2	0.5	38.3
CCOc1ccc(-n2c(C)nc3cc(C(=O)NCCN4CCOCC4)ccc32)cc1	105.0	4.0	-7.1	-1.8	-6.2	1.1	-0.1	-1.5	-140.2
COc1ccc(N2CCN(C(=O)c3ccc4nc(N5CCCCC5)sc4c3)CC2)cc1	102.0	2.0	-0.5	5.0	-0.7	0.1	0.8	6.4	27.5
CC(C)NC(=O)C1CC(=O)N(C(C)c2ccccc2)C1 (stereo unspecified)	102.0	-1.0	3.0	-1.0	-2.8	-0.5	1.0	0.6	6.5

Entries shown so far containing a COOH group, in the order listed:
SMILES	MEKK2 WT-MEK5	MEKK2 mut-MEK5	GPR7 antag	OXTR potentiator	GalR3 antag	V1aR counter	OXTR ag	M18AAP inhibitor	NALP1 yeast inh
O=C(O)c1cccc(S(=O)(=O)NCCc2ccccc2)c1	101.0	-4.0	-4.8	8.9	-1.4	-0.2	1.1	-5.3	13.3
O=C(O)c1cnn(-c2nc(-c3ccc(F)cc3)cs2)c1C(F)(F)F	102.0	-2.0	-8.3	-4.3	-1.0	0.1	0.2	4.0	6.6

The main list resumes, starting 2 compounds before the break.
SMILES	MEKK2 WT-MEK5	MEKK2 mut-MEK5	GPR7 antag	OXTR potentiator	GalR3 antag	V1aR counter	OXTR ag	M18AAP inhibitor	NALP1 yeast inh
COc1ccc(N2CCN(C(=O)c3ccc4nc(N5CCCCC5)sc4c3)CC2)cc1	102.0	2.0	-0.5	5.0	-0.7	0.1	0.8	6.4	27.5
CC(C)NC(=O)C1CC(=O)N(C(C)c2ccccc2)C1 (stereo unspecified)	102.0	-1.0	3.0	-1.0	-2.8	-0.5	1.0	0.6	6.5
CN(C)CCCN(C(=O)c1ccc(S(=O)(=O)N2CCCc3ccccc32)cc1)c1nc2ccc(F)cc2s1	232.0*	65.0*	41.8*	-10.6	-8.9	6.4	15.5	2.7	33.1
O=C(Cc1ccc(F)cc1)Nc1cccc(-c2ccc3nncn3n2)c1	99.0	-1.0	-14.7	-4.2	-7.7	0.1	0.1	-0.2	-1.0
COC(=O)/C(=C\c1c(OC)cc(OC)cc1OC)C(=O)c1ccc2c(c1)OCO2	104.0	3.0	·	-5.8	2.1	-0.3	-1.4	·	·
O=C(Nc1cccn(Cc2c(Cl)cccc2Cl)c1=O)C1CC1	100.0	-1.0	-12.5	-7.7	-4.1	0.3	-1.1	-0.1	15.6
O=S(=O)(Nc1c(O)ccc2ccccc12)c1ccccc1	·	·	·	-3.2	-3.5	2.1	1.6	·	·
N=C(N)SCP(=O)(c1ccccc1)c1ccccc1	94.0	-19.0	5.3	-9.6	1.3	3.4	-1.0	3.8	6.7
CCc1ccc(C(=O)Cn2cnc3cc([N+](=O)[O-])ccc3c2=O)cc1	104.0	-10.0	-3.1	-3.2	-4.6	-0.2	1.4	-0.2	·
Cc1onc(C(=O)Nc2sc3c(c2C(N)=O)CCCC3)c1[N+](=O)[O-]	90.0	-6.0	1.7	-6.2	0.3	-0.6	-0.2	12.8	·
C/C(=C\c1ccccc1)CN1CCN(Cc2ccc(C)o2)C(CCO)C1 (stereo unspecified)	94.0	-6.0	4.0	-3.2	-2.8	1.4	0.4	8.4	-15.4

Screens deposited in PubChem BioAssay by several laboratories.
